ADAM10 inh: human ADAM10 inhibitors, primary screen, biochemical, QFRET, HTS. hit rate 0.62% among 370,000. Disintegrin and metalloproteinase domain-containing protein 10 (Homo sapiens), O14672. inhibition, % at 7 µM. recombinant ADAM10, EDANS/DABCYL FRET peptide cleavage, 3 h;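 active = inhibition above a per-campaign cutoff equal to the mean of compounds falling between control-based bounds plus 3 SD, cut at about 20% in these data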;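 note: 0% = DMSO wells while the 100% control is not disclosed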
Target sequence (O14672 214-748 limits assumed): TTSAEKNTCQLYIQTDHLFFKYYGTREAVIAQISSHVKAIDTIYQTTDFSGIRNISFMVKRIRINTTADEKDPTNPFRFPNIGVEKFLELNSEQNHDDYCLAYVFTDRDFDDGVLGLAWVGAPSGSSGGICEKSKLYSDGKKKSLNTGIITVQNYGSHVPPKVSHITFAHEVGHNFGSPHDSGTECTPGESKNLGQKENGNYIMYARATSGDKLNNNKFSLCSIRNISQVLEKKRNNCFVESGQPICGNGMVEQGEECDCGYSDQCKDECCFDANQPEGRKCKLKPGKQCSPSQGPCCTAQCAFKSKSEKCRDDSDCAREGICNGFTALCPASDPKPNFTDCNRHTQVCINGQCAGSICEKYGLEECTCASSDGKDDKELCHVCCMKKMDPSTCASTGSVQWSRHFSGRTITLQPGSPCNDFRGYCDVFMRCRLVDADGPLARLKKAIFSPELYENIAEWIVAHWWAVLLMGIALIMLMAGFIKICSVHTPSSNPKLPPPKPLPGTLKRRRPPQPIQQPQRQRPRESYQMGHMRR
DDE Tn7 FP inh: inhibitors of Tn7 peptide binding to fibrin DD(E), primary screen, biochemical, fluorescence polarization, human fibrin, Tn7 probe; Fibrinogen beta chain (Homo sapiens), P02675; FP displacement of FITC-Tn7 peptide from fibrin DD(E); 0% = median of compound wells per plate; inhibition, % at 8.3 µM; hit rate 0.13% among 370,000; AID 720508, 2013;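 active = inhibition above the mean of compounds falling within the control limits plus 3 SD of them, cut at about 14% in these data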;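 note: 0% = plate median of compound wells and 100% = 10 µM Aha-Tn7 peptide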
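Assay system: human fibrin DD(E). Input: DD(E) 2 µM final. Medium: Tris buffer with calcium and detergent, pH 7.8. Compound dosing: single point at 8.3 µM. Timing: 10 min plus 3 h, room temperature. Technique: fluorescence polarization of the labelled Tn7 tracer. Read-out: percent inhibition. Replicates: singlicate testing.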
ARFGAP1 inhibitor: inhibitors of rat ARFGAP1 GAP activity, primary screen, biochemical, fluorescence polarization, GDP tracer | AID 651572, 2012 | inhibition, % at 16.5 µM | hit rate 0.26% among 360,000 | Arfgap1-stimulated ARF1 GTP hydrolysis, GDP FP detection;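 active = inhibition above a per-plate limit, mean inhibition of low control wells plus 3 SD, cut at about 25% in these data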;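 note: 0% = DMSO wells with enzyme and 100% = wells lacking Arfgap1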
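Assay system: purified rat His6-Arfgap1 residues 1-136 (GAP domain); Reagent: human Δ17 ARF1 bound to GTP; Dosing: 16.5 µM single point, 1.26% DMSO; Times: GTP hydrolysis reaction 2 h at 25 °C; Signal: FP, GDP Alexa 633 tracer displaced from anti-GDP antibody, 620/688 nm; Measure: % inhibition from polarization.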
ASAP1 inh: inhibitors of human ASAP1 ArfGAP activity, primary screen, biochemical, fluorescence polarization | Arf-GAP with SH3 domain, ANK repeat and PH domain-containing protein 1 (Homo sapiens), … | ASAP1-stimulated ARF1 GTP hydrolysis, GDP FP detection | inhibition, % at 16.5 µM | hit rate 0.19% among 360,000 | AID 624377, 2012; in the data active = inhibition above about 25%;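 note: 0% = vehicle with enzyme and substrate and 100% = no enzyme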
PLC-beta3 inh: human PLC-beta3 inhibitors, primary screen, biochemical, fluorescence; 1-phosphatidylinositol 4,5-bisphosphate phosphodiesterase beta-3 (Homo sapiens), Q01970; Purified PLC-beta3, fluorogenic substrate; inhibition, % at 12.2 µM; hit rate 0.18% among 370,000; in the data active = inhibition above about 11%;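 note: 0% = median of compound wells on plate and 100% = full blocker control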
PLC-gamma1 inh: PLC-gamma1 enzyme inhibitors, primary screen, biochemical, fluorescence, purified enzyme; 1-phosphatidylinositol 4,5-bisphosphate phosphodiesterase gamma-1 (Homo sapiens), P19174; fluorogenic substrate; inhibition, % at 12.2 µM; hit rate 0.84% among 370,000; in the data active = inhibition above about 9.5%
SIAE primary: human SIAE inhibitors, primary screen, biochemical, fluorescence polarization, FP-Rh probe, 1536-well HTS; AID 1053197, 2014; hit rate 0.69% among 370,000; inhibition, % at 9.66 µM; Sialate O-acetylesterase (Homo sapiens), Q9HAT2; SIAE FP-Rh probe binding;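 active = inhibition above a cutoff: mean of compounds within the control limits plus 3 SD of those, cut at about 17% in these data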;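 note: 0% = plate median of compound wells and 100% = probe without SIAE protein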
ADAM17 inh: ADAM17 inhibitors, primary screen, biochemical, QFRET | inhibition, % at 6.95 µM | hit rate 0.83% among 370,000 | Disintegrin and metalloproteinase domain-containing protein 17 (Homo sapiens), P78536 | recombinant ADAM17, EDANS/DABCYL FRET peptide cleavage;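 active = inhibition above the mean of compounds lying between control limits plus 3 SD, set per campaign, cut at about 8.5% in these data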;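 note: 0% = DMSO-only wells as the low control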
Target sequence (P78536 215-824 limits assumed): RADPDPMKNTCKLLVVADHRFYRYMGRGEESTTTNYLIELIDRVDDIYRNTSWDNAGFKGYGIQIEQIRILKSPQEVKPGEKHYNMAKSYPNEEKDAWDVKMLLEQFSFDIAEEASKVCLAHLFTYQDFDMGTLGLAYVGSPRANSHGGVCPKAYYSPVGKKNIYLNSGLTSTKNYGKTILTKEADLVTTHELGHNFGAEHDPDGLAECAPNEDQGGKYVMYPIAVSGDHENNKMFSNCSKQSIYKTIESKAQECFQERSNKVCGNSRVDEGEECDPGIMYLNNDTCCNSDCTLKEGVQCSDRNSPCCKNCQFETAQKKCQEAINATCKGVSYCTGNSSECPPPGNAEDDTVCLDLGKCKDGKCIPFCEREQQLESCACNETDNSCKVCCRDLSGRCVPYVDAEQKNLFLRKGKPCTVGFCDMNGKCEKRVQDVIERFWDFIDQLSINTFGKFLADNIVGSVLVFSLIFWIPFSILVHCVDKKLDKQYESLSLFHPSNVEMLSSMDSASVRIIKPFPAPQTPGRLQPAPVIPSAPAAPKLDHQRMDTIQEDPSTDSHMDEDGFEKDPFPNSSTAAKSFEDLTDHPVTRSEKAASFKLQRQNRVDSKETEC
Tn6 DDE FP: inhibitors of Tn6 peptide binding to fibrin DD(E), primary screen, biochemical, fluorescence polarization, human fibrin, Tn6 probe; hit rate 0.21% among 370,000; Fibrin DD(E) TRITC-Tn6 fluorescence polarization displacement; AID 720509, 2013; inhibition, % at 8.3 µM;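 active = inhibition above a per-campaign cutoff: mean of compounds within control limits plus 3 SD, cut at about 15% in these data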;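 note: 0% = median of all compound wells on the plate and 100% = blocking peptide control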
TDP2 absorb: human TDP2 enzyme inhibitors, primary screen, biochemical, epi absorbance, recombinant enzyme; AID 720702, 2013; T5PNP hydrolysis, p-nitrophenol absorbance 415 nm; hit rate 0.34% among 370,000; Tyrosyl-DNA phosphodiesterase 2 (Homo sapiens), O95551; inhibition, % at 12.8 µM;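 active = inhibition above the mean of all tested compounds plus 3 SD, set per campaign, cut at about 25% in these data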;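 note: 0% = DMSO with enzyme and 100% = buffer with substrate but no TDP2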
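test system = human TDP2 enzyme | input = TDP2 enzyme at 120 nM final | medium = 50 mM Tris-HCl pH 7.5 with Mg2+, KCl, DTT, BSA | also added = T5PNP substrate, 5 mM | times = 2 h at 37 °C | technique = epi absorbance | benchmarks = high control without enzyme, low control DMSO plus TDP2 | replication = each compound tested once, singlicate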
The depositor's hits bear a star; i = inactive; x = not tested or not shown.

No. | Structure | ADAM10 inh | DDE Tn7 FP inh | ARFGAP1 inhibitor | ASAP1 inh | PLC-beta3 inh | PLC-gamma1 inh | SIAE primary | ADAM17 inh | Tn6 DDE FP | TDP2 absorb
1 | Cc1cccc(C)c1NC(=O)CN1CCN(C(=O)CCC(=O)N2CCC(c3ccccc3)=N2)CC1 | -13 | -2 | -5 | 14 | 4 | 2 | 3 | -3 | -6 | 4
2 | COc1cccc(NC(=O)C2(C)CCN2C(=O)CCC2CCCC2)c1 (configuration not stated) | -16 | -2 | 10 | 12 | -2 | 2 | -1 | -2 | -13 | -7
3 | O=[N+]([O-])c1ccc(N(CCO)Cc2ccccc2)c([N+](=O)[O-])c1 | 6 | -4 | -8 | 17 | -4 | 2 | 3 | 4 | -2 | 1
4 | CC(C)(C)NC(=O)c1cccc(NC(=O)c2ccc3c(c2)C(=O)N(C(C)(C)C)C3=O)c1 | -1 | 0 | -8 | -1 | -6 | -1 | -10 | -3 | -3 | -9
5 | Cc1ccc(C(O)c2ncc(-c3ccc(Cl)cc3)[nH]2)cc1 (configuration not stated) | -7 | 6 | 13 | 3 | 2 | 0 | 2 | -4 | 8 | -2
6 | N#Cc1ccc(C2N=C(c3ccccc3)NO2)cc1 (configuration not stated) | -3 | 2 | 2 | -4 | -6 | 0 | 2 | -2 | -1 | -13
7 | COC(=O)c1ccc(NC(=O)c2cc[n+]([O-])cc2)cc1 | -5 | 6 | 1 | 10 | -6 | 1 | -1 | -3 | 5 | -11
8 | CC(=O)N1CCOc2ccc(S(=O)(=O)Nc3ncccc3C)cc21 | 3 | 5 | -4 | -6 | -10 | -1 | -3 | -3 | 3 | -1
9 | CCOC(=O)C1(Cc2ccc(OC)cc2)CCN(C(=O)c2sc(C)nc2C)CC1 | 5 | -4 | -3 | 1 | 1 | 3 | 0 | 3 | -6 | 7
10 | O=C(Cn1cc2c(n1)CCCC2)NCCCN1CCN(c2ccccc2F)CC1 | -11 | -3 | 0 | 1 | -1 | 4 | 5 | 1 | -4 | 4
11 | O=C(CCc1nnc2ccc(NCc3ccco3)nn12)N1CCN(c2ccc(F)cc2)CC1 | 2 | 4 | 9 | 5 | -9 | -2 | 6 | -2 | -4 | 6
12 | CNc1cc(-c2ccc(C(=O)OC)cc2)ncn1 | -43 | -3 | 13 | -12 | -47 | -39 | 6 | -11 | 4 | 4
13 | O=C(CSc1nnc2c(n1)[nH]c1ccccc12)NCc1ccccc1F | 6 | 4 | 13 | -9 | 2 | -7 | -17 | -2 | 3 | -10
14 | COc1ccc(OCC(O)COc2ccc(C(=O)O)cc2)cc1 (configuration not stated) | 5 | 3 | 6 | -5 | 6 | 4 | -2 | -1 | -1 | 3
15 | COc1ccc(OCCCC(=O)N2CCN(S(=O)(=O)c3cccc(F)c3)CC2)cc1 | -6 | -3 | 12 | 2 | -5 | 2 | -3 | 1 | -2 | 3
16 | Clc1ccc(-c2ccc(CNCc3ccccn3)o2)cc1 | 9 | 6 | -9 | 8 | -6 | -1 | 2 | 0 | -3 | 7
17 | CC(C)C[C@H]1COc2cc(Br)ccc2S(=O)(=O)N1Cc1cn(Cc2ccc(Br)cc2)nn1 | 2 | -7 | x | x | 2 | 1 | -1 | -1 | 3 | -5
18 | CC1Cc2ccccc2N1C(=O)CN1C(=O)NC2(CCCCC2)C1=O (configuration not stated) | -4 | 8 | 0 | -4 | -4 | -1 | -1 | -3 | 14 | 12
19 | CCCc1cc(=O)oc2cc(OCc3ccc(C(=O)O)cc3)ccc12 | -76 | 4 | -8 | -4 | -8 | -7 | -8 | -29 | 7 | 1
20 | O=C(NN=C1CCN(Cc2ccccc2)CC1)c1ccccc1 | 1 | 1 | -6 | 2 | -4 | -2 | -5 | 4 | 3 | 0
21 | C=CCC(C#Cc1ccc(C)cc1)N(CC)CC (configuration not stated) | -3 | -5 | -4 | 1 | 2 | 0 | 5 | 0 | -11 | -9
22 | Nc1n[nH]c2ccccc12 | -11 | 2 | 3 | 13 | -5 | -6 | 2 | -9 | 1 | -4
23 | CC(=O)c1c(C)n(C)c2ccc(OC(=O)c3ccco3)cc12 | 1 | -4 | -1 | 10 | 0 | -2 | 0 | -2 | 3 | 11
24 | Cc1ccccc1C(=O)N1CCN(c2ccc(NC(=O)c3ccco3)cc2Cl)CC1 | 0 | 2 | -3 | 11 | -4 | -1 | 2 | -1 | 7 | -1

Record cards, from the list above. Order of values: ADAM10 inh	DDE Tn7 FP inh	ARFGAP1 inhibitor	ASAP1 inh	PLC-beta3 inh	PLC-gamma1 inh	SIAE primary	ADAM17 inh	Tn6 DDE FP	TDP2 absorb
Cc1ccccc1C(=O)N1CCN(c2ccc(NC(=O)c3ccco3)cc2Cl)CC1 in the list: 0	2	-3	11	-4	-1	2	-1	7	-1
C=CCC(C#Cc1ccc(C)cc1)N(CC)CC (configuration not stated) in the list: -3	-5	-4	1	2	0	5	0	-11	-9

The list continues.
No. | Structure | ADAM10 inh | DDE Tn7 FP inh | ARFGAP1 inhibitor | ASAP1 inh | PLC-beta3 inh | PLC-gamma1 inh | SIAE primary | ADAM17 inh | Tn6 DDE FP | TDP2 absorb
25 | COc1cc(NC(=O)c2ccc3c(SCC(=O)O)c4c(nc3c2)CCCC4)cc(OC)c1OC | 0 | 5 | 6 | 16 | -1 | -2 | -7 | -1 | -1 | 8
26 | COc1ccc(C(=O)Nc2cc(C)c(NC(=O)c3ccccc3OC)cn2)cc1 | 6 | 0 | 5 | 2 | -9 | 3 | -9 | 1 | -2 | -3
27 | COC(=O)c1[nH]c2ccc(C)cc2c1NC(=O)CN1CCCc2ccccc21 | -23 | -5 | 8 | 6 | -24 | -19 | 4 | -8 | -2 | -2
28 | COc1ccc(Br)c(C(=O)Nc2nc3ccccc3[nH]2)c1 | 5 | -10 | 2 | -1 | -2 | 6 | -1 | 3 | 3 | -16
29 | COc1ccc(S(=O)(=O)N2CCOCC2)cc1NC(=O)CCCOc1ccccc1 | -1 | -3 | 2 | 6 | 1 | -1 | 2 | -1 | 2 | 3
30 | CC1(C)OC(=O)C=C[C@]2(C)[C@H]3CC[C@@]4(C)[C@H](C(=O)O)OC(=O)[C@H]5O[C@]54[C@]3(C)C(=O)C[C@@H]12 | 6 | -2 | 2 | 2 | 3 | 4 | 4 | 1 | -2 | 9
31 | Cc1nc(-c2ccccc2)sc1C(=O)/C=C/c1ccc(Cl)cc1 | 6 | -10 | -4 | 18 | 4 | 5 | -4 | 3 | -3 | -3
32 | CN1CCN(NC(=O)Nc2ccc(Br)cc2)CC1 | -7 | 8 | -6 | -1 | -5 | 1 | 0 | -2 | -4 | -1
33 | CCN(CC)c1ccc(NC(=O)OC)cc1 | 9 | -4 | -7 | -4 | 1 | 5 | 3 | 4 | -2 | -7
34 | CC(Oc1ccc(F)cc1)C(=O)Nc1cccc(S(=O)(=O)N(C)c2ccccc2)c1 (configuration not stated) | 3 | 4 | 7 | 7 | -3 | 1 | -13 | 4 | 4 | 4
35 | CC(C)C[C@H](NC(=O)c1[nH]cnc1C(=O)N[C@@H](C)C(=O)OC(C)(C)C)C(=O)OC(C)(C)C | 40* | -4 | 4 | -9 | 11* | 8 | -6 | 25* | -2 | -26
36 | CC1CC(C)CN(S(=O)(=O)c2ccc(NC(=O)CCN3C(=O)C4CC=CCC4C3=O)cc2)C1 (configuration not stated) | -5 | -1 | 18 | 5 | -2 | -5 | -6 | 0 | 2 | -8
37 | Cc1cccc(NCc2nc3ccccc3n2C)c1 | 5 | 1 | 6 | -12 | 10 | 4 | 1 | 5 | 2 | -2
38 | NS(=O)(=O)c1ccc(CCNC(=O)c2ccc(NS(=O)(=O)c3ccc4[nH]c(=O)[nH]c4c3)cc2)cc1 | 0 | -4 | 10 | 2 | -6 | 1 | -6 | 8 | 7 | -14
39 | CCN(CC)S(=O)(=O)c1cccc(NC(=O)COC(=O)C2COc3ccccc3O2)c1 (configuration not stated) | 2 | 1 | -1 | -14 | 0 | 1 | 1 | 5 | 7 | 9
40 | CCOC(=O)N1CCN(C(=O)Nc2ccccc2)CC1 | 8 | 3 | 1 | -2 | 1 | 7 | -4 | -1 | 3 | -18
41 | O=C(NNC(=O)c1ncc(Cl)c(Cl)c1Cl)c1ccc(F)cc1 | 3 | -7 | -4 | 5 | -2 | 3 | 4 | 3 | -5 | -2
42 | CCOc1ccc(S(=O)(=O)N2CCN(C3CC(=O)N(c4cccc(C(C)=O)c4)C3=O)CC2)cc1 (configuration not stated) | -7 | 1 | 5 | -19 | -6 | 1 | -5 | -2 | 4 | 5
43 | CCN(c1ccc(OC)cc1)S(=O)(=O)c1nnc(NC(=O)c2ccco2)s1 | -5 | 0 | 1 | -2 | -17 | -3 | 2 | -3 | 8 | -1
44 | COc1ccc(-c2cc3ccc(OCc4nn[nH]n4)cc3oc2=O)cc1OC | -113 | -7 | 13 | 4 | i | i | -22 | -27 | -11 | -16
45 | CC1(C)CC(=O)C(N=Nc2ccc(OC(F)F)cc2)=C(O)C1 | -5 | -8 | 10 | 4 | 3 | 8 | 2 | 3 | -2 | -12
46 | CS(=O)(=O)N(CC(=O)Nc1cccnc1)c1ccc2c(c1)OCCO2 | -4 | -1 | -3 | 6 | 1 | 1 | -3 | -2 | 7 | 9
47 | CCc1nnc(SCc2ccc(CSc3nnc(CC)n3N)cc2)n1N | -2 | -4 | -3 | -7 | 5 | 1 | -4 | -4 | 9 | 6
48 | O=Cc1cccc(OC(=O)/C=C/c2ccco2)c1 | 3 | -4 | -2 | -4 | -10 | -1 | -7 | -2 | -9 | 7
49 | Cc1cc(C)c(C)c(S(=O)(=O)N2CCN(CC(=O)Nc3sccc3C#N)CC2)c1C | 3 | 2 | 6 | 1 | 3 | 0 | -4 | 6 | -3 | -3
50 | CCOc1ccc2nc(NCCNS(=O)(=O)c3ccccc3)c(C#N)cc2c1 | i | 1 | 19 | -8 | i | -493 | -4 | -222 | 7 | 12

Screens: PubChem, The Scripps Research Institute Molecular Screening Center
